# aSyn yeast rescue = inhibitors of alpha-synuclein toxicity in yeast; S. cerevisiae alpha-synuclein toxicity rescue, BacTiter-Glo growth, 24 h; Potency, µM (top dose mostly 46.1 µM), inactives show at the top dose growth rescue (activation), usual class: activators; hit rate 0.02% among 94,000; active = well fitted activation curve with a large enough effect; inconclusive = small, poorly fitted or top-dose-only effect; also: 0% is about no effect
#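 Growth restoration measured by BacTiter-Glo luminescence after 24 hr at 30 deg C; alpha-synuclein yeast, raffinose-pregrown to mid-log, were added at OD600=0.02 in galactose medium onto pinned compounds.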
# * hit, by the source's call; ? = inconclusive; [ ] = remark or other dose. Potency is read from the fitted curve at half-maximal effect. Some of the compounds tested; count on the stated rates, not on these rows.
canonical_smiles	aSyn yeast rescue
COc1ccccc1-c1noc(-c2ccc(NCc3ccco3)c([N+](=O)[O-])c2)n1	8%
Cc1cccc(-c2nc(CCNC(=O)Cc3ccccc3)cs2)c1	9%
CC(C)(C)c1cc(C(=O)NC2CC2)n(Cc2ccc(F)cc2)n1	-10%
Cc1nc2ncnn2c(N2CCN(S(=O)(=O)c3ccc(Br)cc3)CC2)c1C	-3%
COc1ccc(CCNC(=O)Cn2c(=O)nc(-c3ccccc3F)c3cc(Cl)ccc32)cc1OC	-17%
COC(=O)C(C)N(c1ccc(OC)cc1)S(C)(=O)=O (stereo unspecified)	7%
Cn1ccc2cc(S(=O)(=O)N3CCCC(C(=O)NCc4ccc(F)cc4)C3)ccc21 (stereo unspecified)	-3%
CCc1ccc(NC(=O)Nc2ccccc2OCc2cc(=O)n3ccccc3n2)cc1	1%
COc1ccc(C2N=C(N)Nc3nc4ccccc4n32)cc1 (stereo unspecified)	-5%
C=CCN(Cc1nc(-c2ccccc2)no1)C(=O)c1ccc2c(c1)OCO2	10%
Cc1ccc(C)n1-c1nnc(N2CCC(C(=O)Nc3ccccc3Br)CC2)s1	7%
COc1ccc(N=C2SC(C(=O)Nc3ccc(C(=O)O)cc3)CC(=O)N2Cc2cccs2)cc1 (stereo unspecified)	8%
CCOC(=O)CCCCN(Cc1ccccc1F)S(=O)(=O)c1ccc(F)c(C(=O)Nc2cc(Cl)cc(Cl)c2)c1	2%
Cc1cc(C)c(C#N)c(SCC(=O)Nc2ccccc2C#N)n1	5%
CC(=O)c1ccc(NC(=S)N2CCN(C(=S)Nc3ccc(C(C)=O)cc3)C(C)C2)cc1 (stereo unspecified)	8%
CCN(CC)CCCNC(=O)c1cn(CC)c2ccc(S(=O)(=O)N3CCC(C)CC3)cc2c1=O	5%
COc1ccccc1CNC(=O)C1CCCN(S(=O)(=O)c2ccc3c(c2)oc(=O)n3C)C1 (stereo unspecified)	4%
Cc1ccc2c(c1)N(C(=O)CCC(=O)NCCN1CCOCC1)CCO2	-4%
CCc1ccccc1N1C(=O)N(C)c2ccccc2S1(=O)=O	?
Cc1cc(NC(=O)Nc2nnc(N(C)Cc3ccccc3)s2)ccc1Br	-3%
Cc1cccc(NC(=O)COC(=O)CN2C(=O)c3ccccc3C2=O)c1	-6%
Cc1ccc2c(c1)c1c3n2CCN(CCC#N)C3CCC1 (stereo unspecified)	0%
O=C(CNC(=O)c1ccco1)N/N=C/c1ccc(C(=O)O)cc1	9%
CCC(Oc1ccc(F)cc1)C(=O)Nc1c(C(=O)c2ccc(C)cc2)oc2ccccc12 (stereo unspecified)	0%
Cc1nn(C)c(C(=O)NC2C3CC4CC(C3)CC2C4)c1Cl (stereo unspecified)	8%
COc1ccc(NC(=O)C2CC(=O)N(CCc3ccc(F)cc3)C2)c(OC)c1 (stereo unspecified)	-1%
O=C(c1c(F)cccc1Cl)N1CCN(c2ccccn2)CC1	-6%
Cc1ccc(CNC(=O)c2oc3ccc(S(=O)(=O)N4CCCC(C)C4)cc3c2C)cc1 (stereo unspecified)	7%
Cc1ccc2c(c1)N(C(=O)N1CCC(C(=O)NC3CCCCCC3)CC1)CC(C)O2 (stereo unspecified)	0%
O=C(N/N=C/c1ccccc1OC(F)F)NC1CCCCC1	-1%

# Four of the compounds above, as labelled records:
canonical_smiles: CCC(Oc1ccc(F)cc1)C(=O)Nc1c(C(=O)c2ccc(C)cc2)oc2ccccc12 (stereo unspecified)
  aSyn yeast rescue: 0%

canonical_smiles: Cc1nn(C)c(C(=O)NC2C3CC4CC(C3)CC2C4)c1Cl (stereo unspecified)
  aSyn yeast rescue: 8%

canonical_smiles: COc1ccc(NC(=O)C2CC(=O)N(CCc3ccc(F)cc3)C2)c(OC)c1 (stereo unspecified)
  aSyn yeast rescue: -1%

canonical_smiles: O=C(c1c(F)cccc1Cl)N1CCN(c2ccccn2)CC1
  aSyn yeast rescue: -6%

# The list goes on.
canonical_smiles	aSyn yeast rescue
CCc1ccc(C(=O)CSc2nc(-c3ccccc3)nc3c2CCCC3)cc1	-1%
O=[N+]([O-])c1ccc(CN2CC(N3CCCC3)CS2(=O)=O)cc1 (stereo unspecified)	4%
CCCOc1ccc(C(=O)N(Cc2ccccc2Cl)C2CCS(=O)(=O)C2)cc1 (stereo unspecified)	-42%[inhibitor]
O=C(Cc1ccc(Br)cc1)N/N=C/c1ccc(-c2cccc(C(=O)O)c2)o1	1%
CC1=CC2=NC(=O)/C(=C\c3cccn3CCOc3cc(C)ccc3C)C(=N)N2O1	9%
Nn1c(SCC(=O)N2CCCC2)nnc1-c1cccs1	-12%
COC(=O)c1ccc(NC(=O)N2CCN(Cc3cc(=O)n4nc(-c5ccc(C)cc5)sc4n3)CC2)cc1	2%
COc1cccc(OCc2nc3ccccc3n2CCOc2cccc(C)c2)c1	16%
CN(C)CCN1C(=O)c2oc3ccc(F)cc3c(=O)c2C1c1ccncc1 (stereo unspecified)	4%
COc1cc(C(C)=O)ccc1OC(=O)N1CCOCC1	-8%
Cc1ccc(-n2ncc(C(=O)N3CCN(C(=O)c4ccco4)CC3)c2C2CCN(C(=O)OC(C)(C)C)CC2)cc1	-4%
Cc1cc2c(cc1S(=O)(=O)N1CCN(c3cccc(C)c3C)CC1)OCC(=O)N2	10%
O=C1/C(=C\c2ccsc2)NC(=S)N1c1ccccc1	0%
COCCCN1CCc2nc(SCC(=O)Nc3ccc(C)c(Cl)c3)[nH]c(=O)c2C1	-5%
Cc1ccc(-n2c(SCC(=O)NCc3ccccc3)nc3c([nH]c4ccccc43)c2=O)cc1	-2%
COc1ccc(-c2noc(N3CCCC(C(=O)Nc4cc(F)ccc4F)C3)n2)cc1 (stereo unspecified)	2%
Cc1cc(C)c(NC(=O)Cn2c(SCC(=O)NCc3ccccc3)nc3ccccc32)c(C)c1	-5%
CSCc1c(C(=O)OCC(=O)c2ccc[nH]2)oc2ccccc12	5%
Cc1ccc(-c2cn3c(n2)sc2cc(C(=O)N4CCCCC4)ccc23)cc1	-8%
Cc1ccc(-c2nnc(Nc3ccc(Br)cc3)c3ccccc23)cc1S(=O)(=O)N1CCCCC1	16%
O=C(NCCCN1CCN(c2ccccc2F)CC1)c1sc2ncccc2c1-n1cccc1	6%
O=C(Nc1cccc(S(=O)(=O)N2CCOCC2)c1)c1cc([N+](=O)[O-])ccc1N1CCOCC1	-4%
CC(NC(=O)C(C)N1CCN(Cc2ccccc2)CC1)c1ccc(F)cc1 (stereo unspecified)	9%
CC(=O)c1c(C(=O)O)c2ccccc2[nH]c1=O	3%
O=C/C(=C\Nc1ccc(Br)cc1)c1nc2ccccc2o1	5%
Cc1ccc(Cn2c(SCc3ccc(C(=O)O)cc3)nc3cccnc32)cc1	1%
COc1ccc(N2CC(C(=O)OCC(=O)Nc3cccc(C)c3C)CC2=O)cc1 (stereo unspecified)	3%
O=C(CSc1nnc(-c2ccccc2F)o1)Nc1cccc(C(F)(F)F)c1	-8%
Cn1c(SCc2ccc(F)cc2)nc2ccc(C(=O)NCc3ccc(F)cc3)cc21	-10%
COc1ccc(C)cc1NC(=O)c1c2c(nc3ccccc13)C(=O)N(C1CCCCC1)C2	1%
CCOC(=O)c1sc2ncnc(N3CCN(CC)CC3)c2c1C	11%
Cc1ccccc1S(=O)Cc1ccc(C(=O)N2CCN(c3cccc(C)c3C)CC2)o1 (stereo unspecified)	?
COc1ccc(OC)c(NC(=O)c2nc(SCc3ccccc3F)ncc2Cl)c1	-15%
Cc1ccc(S(=O)(=O)CCC(=O)OCc2cc(C)ccc2C)cc1	13%
CCOC(=O)c1c(C)[nH]c(C)c1S(=O)(=O)N1CCC(C(=O)N2CCN(c3cccc(C)c3C)CC2)CC1	6%
Cc1ccc(CN2CCC[C@]3(N[C@H](c4ccc(C)cc4)[C@@H]4C(=O)N(Cc5ccccc5)C(=O)[C@@H]43)C2=O)cc1	2%
CC(=O)c1c(C)[nH]c(C(=O)Nc2ccc(C)cc2Br)c1C	-7%
CCOC(=O)N1CCN(c2c(NCCN3CCN(c4ccccc4F)CC3)c(=O)c2=O)CC1	7%
COc1ccc(S(=O)(=O)NCC(c2ccco2)N2CCN(c3ccccc3F)CC2)cc1OC (stereo unspecified)	5%
Cc1ccc(CNC(=O)CNS(=O)(=O)c2ccc3c(c2)C(C)(C)C(=O)N3C)cc1	0%
CCOc1ccc(C(C(=O)NCCOC)N(CCOC)C(=O)CCC(=O)Nc2ccccn2)cc1 (stereo unspecified)	10%
O=C(Nc1cccc(C(F)(F)F)c1)C1CCN(S(=O)(=O)c2cccs2)CC1	2%
O=C(Nc1ccc(O)cc1)c1c(O)c2c([nH]c1=O)CCCC2	-2%
CCOc1ccc(NC(=O)C(=O)NCc2ccco2)cc1	5%
O=C(C1CCC1)N1CCc2cc(S(=O)(=O)NCc3ccc(F)cc3)ccc21	2%
COc1ccc(-c2onc3ccc(C(C)=O)cc23)cc1	4%
Cc1ccccc1S(=O)(=O)Cc1ccc(C(=O)NCCc2ccccc2)o1	3%
COc1ccc(/C=C/C(=O)NC2CCCCCC2)cc1S(=O)(=O)N1CCOCC1	-11%
COc1ccc(-c2cc(C)no2)cc1S(=O)(=O)NC(C)C	-7%
Cc1ccc(NC(=O)CN2C(=O)CC(c3ccc(F)cc3)=Nc3ccccc32)cc1F	-13%

# The list goes on.
canonical_smiles	aSyn yeast rescue
O=C(NCc1ccccc1F)C1CC(=O)N(Cc2ccco2)C1 (stereo unspecified)	5%
CC(C)c1cc(-c2nc(-c3cccc(Cl)c3)no2)n[nH]1	-10%
COc1ccc(Cn2c(=S)[nH]c3ccsc3c2=O)cc1	10%
Cc1c(Cl)cccc1NC(=O)Cn1c(=O)n(Cc2nc(-c3ccccc3)no2)c(=O)c2cc3c(cc21)OCO3	-1%
COc1ccc(Cl)cc1N1C(=O)C2CCCN2C1c1ccc(F)cc1 (stereo unspecified)	-40%[inhibitor]
O=C(Nc1nc2c(F)cc(F)cc2s1)c1ccc2c(c1)OCCO2	-9%
CCC1CCCCN1S(=O)(=O)c1ccc2[nH]c(=O)ccc2c1 (stereo unspecified)	-5%
Cc1cccc(CSc2cn(CC(=O)N3CCOCC3)c3ccccc23)c1	2%
COc1ccc(OC)c(CCNC(=O)CS(=O)(=O)Cc2nc(-c3cccc(Cl)c3)oc2C)c1	15%
Cc1c(C(=O)OCC(=O)NCc2ccccc2)oc2ccccc12	3%
O=C(Cn1cc(S(=O)(=O)Cc2ccccc2F)c2ccccc21)NCc1ccccc1	-4%
COCCCNC(=S)N1CCC(NC(=O)Nc2ccc(C)cc2)CC1	8%
Cc1cc(C(=O)NCc2ccc(F)cc2)c2ccccc2n1	-3%
COc1ccccc1/C=C/c1nc(C#N)c(N2CCN(c3ccccc3)CC2)o1	-2%
COc1ccccc1N1CCN(S(=O)(=O)c2c(C)sc3ncn(CC(=O)Nc4cccc(Cl)c4)c(=O)c23)CC1	4%
Cc1ccc([C@H]2C(C#N)=C(N)Oc3cc(C)oc(=O)c32)o1	4%
COc1ccc(NC(=O)C(C)n2nnc3sc(-c4ccccc4)cc3c2=O)cc1Cl (stereo unspecified)	-8%
O=C(Nc1cccc(-c2ccc(N3CCCCC3)nn2)c1)c1ccc(Br)o1	5%
C=CCNC(=O)COC(=O)c1c2c(nc3ccccc13)CCC2	-9%
CCN(CC)CCN1C(=O)C(=O)/C(=C(/O)c2ccc(S(=O)(=O)N3CCOCC3)cc2)C1c1ccc(C(C)C)cc1 (stereo unspecified)	-3%

# An excerpt of these results, as labelled records:
COc1ccccc1/C=C/c1nc(C#N)c(N2CCN(c3ccccc3)CC2)o1
  aSyn yeast rescue: -2%

COc1ccccc1N1CCN(S(=O)(=O)c2c(C)sc3ncn(CC(=O)Nc4cccc(Cl)c4)c(=O)c23)CC1
  aSyn yeast rescue: 4%

Cc1ccc([C@H]2C(C#N)=C(N)Oc3cc(C)oc(=O)c32)o1
  aSyn yeast rescue: 4%

COc1ccc(NC(=O)C(C)n2nnc3sc(-c4ccccc4)cc3c2=O)cc1Cl (stereo unspecified)
  aSyn yeast rescue: -8%

# (further entries)
canonical_smiles	aSyn yeast rescue
CCOC(=O)C(CC)n1cnc2c(nnn2-c2ccccc2)c1=O (stereo unspecified)	10%
CCOc1ccc(NC(=O)Cn2cc(C(=O)c3ccc(C)c(C)c3)c(=O)c3cc(OC)c(OC)cc32)cc1	-6%
Cc1nn(CCCC(=O)NCCc2ccc(Cl)cc2)c(=O)c2c1sc1ccccc12	2%
C/C(CC(=O)Nc1cccc(C(F)(F)F)c1)=N\NC(=O)C(=O)NCC(C)C	5%
Cc1cc(N2CCN(c3nc(-c4ccc([N+](=O)[O-])cc4)cs3)CC2)c2ccccc2n1	-31%[inhibitor]
COCc1c(C(=O)N2CCN(Cc3c(F)cccc3Cl)CC2)oc2ccccc12	-5%
COC(=O)c1ccc(Cn2cc(C(F)(F)F)ccc2=O)cc1	19%
Fc1ccccc1-n1ncc2c1ncn1nc(-c3ccccc3Cl)nc21	1%
Cc1ccc(CNc2ncnc3c2nc2n3CCCC2)cc1	-2%
COc1cccc2cc(-c3nc(-c4ccc(C)cc4)c(C)s3)c(=O)oc12	-5%
Cc1cc(=O)n2nc(N(C)CC(=O)NCc3ccccc3C)sc2n1	5%
Cc1ccc(NC(=O)c2c(C)oc3ncn(CC(C)C)c(=O)c23)nc1	-8%
Cc1ccccc1CNC(=O)c1ccc(NC(=O)c2nsc3ccccc23)cc1	4%
CCOC(=O)C(C)Sc1nc(N)c(NC(=O)c2ccc(OC)c(OC)c2)c(=O)[nH]1 (stereo unspecified)	6%
COc1ccc(C(=O)N2CCCCC2CCN2CCOCC2)cc1 (stereo unspecified)	8%

# Source: PubChem
